S3 lipid droplet = qHTS Assay for Lipid Storage Modulators in Drosophila S3 Cells | 320,000 tested, 0.64% active | Drosophila S3 cells, BODIPY lipid droplet fluorescence, 18-24 h; cells fed with added oleic acid | AID 2685, 2010 | Potency in µM for hits, for the others lipid storage change, negative = inhibition, % at the top dose, mostly 46.1 µM; active = well fitted inhibition curve with a large enough effect in the signal ratio, with a control signal flat, not every such curve was filed as active; inconclusive = small, poorly fitted or top-dose-only effect, or effect the other way, or a change in a side signal; the % refers to the signal ratio
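Laser-scanning cytometry quantifies lipid droplet accumulation (500–530 nm total intensity; droplet/cell object ratio) in oleic acid-fed (400 uM added) Drosophila S3 cells treated with a concentration series. 20 uM Triacsin C defined 100% inhibition.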
S3 lipid droplet cell count max = further read-out of S3 lipid droplet, marked with its call; cell number change, %; measured here: cell count max response;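 cells counted by Cell Tracker Red CMTPX staining in the red channel; peak over a dose series mostly up to 46.1 µM; percent activity relative to internal control wells on each plate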
Numbers without * were called inactive; i = inactive; ? = inconclusive; . = not tested or not shown. % is set by controls: 0 for no effect and ±100 for the full control effect; potency is the fitted concentration of half-maximal effect. This is a subset; the hit share may differ from the screen's.

A first look:
S3 lipid droplet	S3 lipid droplet cell count max	Molecule
?	.	Cc1ccc(C(=O)NC(=S)NCCN2CCOCC2)cc1
1%	12	Cc1onc(-c2ccccc2)c1-c1nc2cc(Cl)ccc2c(=O)o1

Main list, previewed entries included:
S3 lipid droplet	S3 lipid droplet cell count max	Molecule
?	.	Cc1ccc(C(=O)NC(=S)NCCN2CCOCC2)cc1
1%	12	Cc1onc(-c2ccccc2)c1-c1nc2cc(Cl)ccc2c(=O)o1
-5%	-7	COc1ccc(C(C(=O)NCCC(C)C)N(CCO)C(=O)c2snc(C(N)=O)c2N)cc1 (stereo not given)
0%	0	COc1ccccc1NC(=S)NNC(=O)c1c(Cl)c(C)nn1C
i	12	O=C1CCN(C(=S)NCc2ccccc2)CC1
?	.	OC1(c2cccc(C(F)(F)F)c2)CCNCC1
?	.	CCOc1ncccc1C(=O)OC(C)C(=O)NC1CCCCC1 (stereo not given)
?	.	O=C(Cn1ncc(N2CCCC2)c(Cl)c1=O)c1ccc(Cl)cc1
-26%	-18	Fc1ccccc1C1c2[nH]c3ccccc3c2CCN1CCCn1cccn1 (stereo not given)
7%	19	COc1cccc(C(=O)Nc2nnc(Cc3ccc(OC)c(OC)c3)s2)c1
4%	7	Nc1ccc(Nc2cc(O)c3ncccc3c2)cc1
?	.	O=C(COC(=O)c1nc(Cl)ccc1Cl)NCc1ccccc1
?	.	O=C(Oc1ccc(OC(=O)c2ccco2)c(S(=O)(=O)c2ccc(Cl)cc2)c1)c1ccco1
?	.	NC(=O)CC(NC(=O)Cc1cccc2ccccc12)c1ccc(NCCCN2CCCC2=O)c([N+](=O)[O-])c1 (stereo not given)
?	.	COc1ccc(C(=O)OCN2C(=O)c3ccccc3C2=O)cc1
?	.	COc1ccc(NC(=O)CN(C)C(=O)c2cccc(S(=O)(=O)N3CCN(Cc4ccccc4)CC3)c2)cc1
?	.	O=C1OC(NC(=O)c2ccccc2)C(N2CCOCC2)=C1Cl (stereo not given)
i	0	COc1cc(C)nc(N(C)S(=O)(=O)c2ccccc2Cl)n1
?	.	COc1ccc(N2CCCn3c2nc2c3c(=O)n(Cc3ccccc3F)c(=O)n2C)c(OC)c1
12%	-5	COc1ccc(S(=O)(=O)N(CC(=O)NC2CCCC2)c2ccccc2OC)cc1
?	.	COc1ccc(CN2CN=C(Nc3nc4ccccc4s3)NC2)cc1
16%	0	Cc1cccc(N=C2NC(=O)/C(=C3/C(=O)N(C)c4ccccc43)S2)c1C
11%	8	COc1cc(COc2ccc3c(C)c(CC(=O)O)c(=O)oc3c2C)cc(OC)c1OC
?	.	COc1ccc(Cc2nnc(SCC(=O)NC3CCCCC3)n2C)cc1
?	.	CC(=O)c1ccc(-n2nnnc2SCC(=O)Nc2sc(C)c(C)c2C#N)cc1

Next section
S3 lipid droplet	S3 lipid droplet cell count max	Molecule
?	.	Cc1cc(Cl)ccc1OCC(=O)N/N=C/c1ccncc1
1%	-3	CCc1nnc(NC(=O)C2CCN(C(=O)c3ccco3)CC2)s1
9%	5	CCc1cccc(N(C)C(N)=Nc2cccc3ccccc23)c1
?	.	C[C@H](CCC(=O)NCC(=O)O)[C@H]1CC[C@H]2C3[C@H](O)C[C@@H]4C[C@H](O)CC[C@]4(C)[C@H]3C[C@H](O)[C@]12C (stereo not given in full)
6%	14	CC(C)(C)c1nnc(NC(=O)c2cccnc2Cl)s1
-12%	-12	COc1ccc(CCN2CC(C(=O)NCCc3ccccn3)CCC2=O)cc1 (stereo not given)
i	-16	COc1ccc(OC)c(C(=O)N/N=C/c2ccccn2)c1
?	.	CCOC(=O)[C@@H]1[C@H]2COc3cc(OC)ccc3[C@@H]2N2C(=O)N(c3ccc(C(F)(F)F)cc3)C(=O)[C@@]12C
8%	8	COc1ccc(/C(C)=N/NC(=O)CNC(=O)c2cccnc2)cc1
-13%	-18	CCNC(=O)/C(=C/c1ccco1)NC(=O)/C=C/c1ccccc1
?	.	CC(CCc1ccccc1)NC(=O)C1CCCN(C(=O)c2cc3sccc3n2C)C1 (stereo not given)
-10%	2	CCOc1ccc(N2C(=O)CC(NCCc3ccc(S(N)(=O)=O)cc3)C2=O)cc1 (stereo not given)
?	.	CCOC(=O)Nc1sc(NS(=O)(=O)c2ccc(C)cc2)nc1C
?	.	COC(=O)c1ccc(NC(=O)CSc2nnc(C3CC3)n2C)cc1
?	.	O=C(NCC1CCCO1)c1ccc(C(=O)NCC2CCCO2)cc1 (stereo not given)
?	.	CCN(CC)S(=O)(=O)c1ccc(Oc2ccccc2)c(N)c1
3%	3	CCOC(=O)CNC(=O)CSc1nnc(-c2ccncc2)n1-c1ccc(Cl)cc1
8%	19	CCOc1ccc(OCCC(=O)N(CCCOC)c2c(N)n(Cc3ccccc3)c(=O)[nH]c2=O)cc1
?	.	CCOc1ccc(-n2ccnc2SCC(=O)Nc2nnc(CC)s2)cc1
?	.	O=C1OCCC1Sc1nnc(-c2ccc(F)cc2)n1Cc1ccccc1 (stereo not given)
?	.	Cc1nc2sccn2c(=O)c1S(=O)(=O)NCCc1ccccc1
2%	6	O=C1OC(c2ccccc2)C2(CCCC2)C(=O)C12CCCC2 (stereo not given)
5%	-9	O=C(CN(C(=O)CNC(=O)c1ccco1)c1ccc2c(c1)OCCO2)NC1CCCC1
?	.	COc1cc2c(cc1OC)C1=CC(=O)C(=O)N1C(C)(C)C2
i	25	Cc1cccc(C(=O)NC2CCN(CC(=O)NCc3ccccc3F)CC2)c1

Six compounds drawn at random from the list so far:
S3 lipid droplet	S3 lipid droplet cell count max	Molecule
?	.	O=C1OC(NC(=O)c2ccccc2)C(N2CCOCC2)=C1Cl (stereo not given)
?	.	CCOc1ncccc1C(=O)OC(C)C(=O)NC1CCCCC1 (stereo not given)
11%	8	COc1cc(COc2ccc3c(C)c(CC(=O)O)c(=O)oc3c2C)cc(OC)c1OC
?	.	OC1(c2cccc(C(F)(F)F)c2)CCNCC1
?	.	Cc1cc(Cl)ccc1OCC(=O)N/N=C/c1ccncc1
?	.	CCOC(=O)[C@@H]1[C@H]2COc3cc(OC)ccc3[C@@H]2N2C(=O)N(c3ccc(C(F)(F)F)cc3)C(=O)[C@@]12C

Other results follow:
S3 lipid droplet	S3 lipid droplet cell count max	Molecule
?	.	Cn1c(=N)n(CC(=O)c2ccc(Br)s2)c2ccccc21
16%	-2	COc1ccc(NC2=C(C(C)=O)C(c3ccccc3)C(C(C)=O)C(C)(O)C2)cc1 (stereo not given)
?	.	COc1cccc(C(=O)OCCNC(=O)c2cccnc2)c1
?	.	O=C(Nc1sc2c(c1C(=O)NCc1cccnc1)CCCC2)c1ccco1
i	-17	CCc1ccc(CNc2ccc(O)cc2)cc1
?	.	CCC(=O)NCCCNc1nc2c(C)cccc2cc1C#N
5%	19	C=CCNc1nc(Cl)nc(NCc2ccco2)n1
-4%	7	CC(NC(=O)CN(c1ccc(Br)cc1)S(C)(=O)=O)c1ccccc1 (stereo not given)
?	.	Cc1ccccc1NC(=O)CSc1nc(-c2cccs2)nc2cc(=O)[nH]n12
i	15	CCNc1nc(Oc2ccc(C(=O)OC)cc2)nc(SC)n1
0%	13	O=c1c2[nH]c3cccc(Cl)c3c2ncn1Cc1ccco1
?	.	CCc1nnc(NC(=O)CSc2nnc(COc3ccc(C)cc3)n2-c2ccccc2)s1
?	.	CN(C(=O)COC(=O)c1cc(S(=O)(=O)N2CCOCC2)ccc1Cl)C1CCS(=O)(=O)C1 (stereo not given)
?	.	O=C(Nc1ccc(OCC(F)(F)C(F)F)c(C(F)(F)F)c1)c1ccccc1O
?	.	Cc1cc(Cl)ccc1NC(=S)NCc1ccc(S(N)(=O)=O)cc1
i	11	O=c1[nH]c(C2CCCN(S(=O)(=O)c3cccc(F)c3)C2)nc2c1nnn2Cc1ccccc1 (stereo not given)
i	-18	COC(CN(C)C(=O)c1cn(C)c2ccc(S(=O)(=O)N(C)C3CCCCC3)cc2c1=O)OC
15%	6	CCC(C)Sc1nc2c(cnn2-c2ccc(F)cc2)c(=O)[nH]1 (stereo not given)
i	.	Cc1nnc(C)c2c(C)n(-c3ccc(Br)cc3)c(C)c12
18%	-2	Cc1cc(C)n(-c2nc3ccccc3c(=O)n2OCC(=O)N(C)C)n1
7%	.	O=C(Nc1ccc(C(=O)N2CCCCC2)cc1)C1=CSCCO1
?	.	Cc1nn(CC(=O)Nc2ccc(Cl)cn2)c(C)c1Br
?	.	Cc1ccc(C)c(OCc2cc(C(=O)N3CCc4sccc4C3)no2)c1
?	.	CCCCn1c(SCC(=O)NC2CCCC2)nc2ccccc2c1=O
1%	4	Cn1nc(C(=O)Nc2sc3c(c2C#N)CCCC3)ccc1=O

(list continues)
S3 lipid droplet	S3 lipid droplet cell count max	Molecule
1%	-6	CCCCCCNc1nc(Cl)nc(NC(C)(C)CO)n1
?	.	CCOC(=O)c1cccc(NC(=O)CSc2nnc(-c3cccnc3)n2C)c1
3.7µM*	-2.7*	CCCCn1c(=O)[nH]c(=O)c2c1nc(-c1ccc(-c3ccccc3)cc1)n2C
i	3	COc1ccc(S(=O)(=O)NCc2ccco2)cc1NC(=O)c1ccccc1
?	.	C=C(C)C1CC=C(C)/C(=N/NC(=O)c2ccccc2[N+](=O)[O-])C1 (stereo not given)
?	.	CSc1nc(-c2ccco2)cc(-c2ccccc2)c1C#N
?	.	CCS(=O)c1ccccc1C(=O)O (stereo not given)
i	5	Cc1nc(C)c(C(=O)OCC(=O)NCCc2ccc(S(N)(=O)=O)cc2)s1
i	.	CCCNC(=O)CC1Sc2ccccc2NC1=O (stereo not given)
i	-21	CCn1cc(CN2CCC(C(=O)Nc3cccc(-c4cccc(Cl)c4)c3)CC2)cn1
i	-8	COCCNC(=O)c1onc(CSc2nc3ccccc3[nH]2)c1C(=O)NCCOC
?	.	CC1CCN(C(=O)COC(=O)c2ccc(F)c(S(=O)(=O)N3CCOCC3)c2)CC1
?	.	Cc1ccc2cc(CN(Cc3ccccc3)Cc3nnnn3C3CCCC3)c(=O)[nH]c2c1
?	.	CNC(=S)N/N=C/c1cc(C)n(-c2ccc(Cl)c(Cl)c2)c1C
?	.	CNc1c(NS(=O)(=O)c2ccc(C3CCCCC3)cc2)c(=O)oc2ccccc12
i	11	CCn1c(=S)[nH]c2cc(C(=O)OC)ccc2c1=O
?	.	COc1ccc(NS(=O)(=O)c2ccc3c(c2)Cc2ccccc2-3)cn1
-22%	.	COC(=O)COc1ccsc1C(=O)OC
?	.	CCn1cc(C(=O)NC2CCC(C)CC2)c(=O)c2cc(S(=O)(=O)N3CCCCC3)ccc21 (stereo not given)
?	.	O=C(NCc1ccco1)c1ccc2ccccc2c1
?	.	O=C(CN1CCN(Cc2ccc3c(c2)OCO3)CC1)Nc1ccc(N2CCOCC2)cc1
?	.	Cc1cc(O)c(C(=O)/C=C/c2ccccc2Br)c(=O)o1
-25%	-23	COC(=O)/C=C1\SC(=NC(=O)c2cccc(Cl)c2)NC1=O
-4%	-2	c1ccc(CN2CCN(C(c3ccccc3)c3nnnn3Cc3ccccc3)CC2)cc1 (stereo not given)
?	.	CCC(=O)C1CCCN(C(=O)c2ccc(OC)c(OC3CCN(C(C)=O)CC3)c2)C1 (stereo not given)

Additional records:
S3 lipid droplet	S3 lipid droplet cell count max	Molecule
9%	-7	O=C(N/N=C/c1ccc(C(F)(F)F)cc1)c1ccc(O)cc1
?	.	CC(=O)Nc1cccc(Oc2ncnc3scc(-c4ccc(C)cc4)c23)c1
5%	14	Cc1cc(C(=O)COC(=O)c2nc3nccc(C)n3n2)c(C)n1CC1CCCO1 (stereo not given)
?	.	COCc1cc(C)nc2sc(C(=O)Nc3ccc(C(=O)OC)cc3)c(N)c12
-9%	-4	Cc1ccccc1NC(=S)NCCc1ccc(S(N)(=O)=O)cc1
15%	6	Cc1cc(C)nc(SCC(=O)NC2CCCC2)n1
?	.	O=C(CSc1nc2ccccc2[nH]1)N1CCN(S(=O)(=O)c2ccc(Cl)cc2)CC1
?	.	Cc1csc(=O)n1CC(=O)OCC(=O)c1c(N)n(CC(C)C)c(=O)n(C)c1=O
18%	-3	Cc1ccc(C(=O)Nc2ccccc2N2CCCC2)s1
11%	5	CCOC(=O)Cn1c(=O)n(Cc2ccc(C)cc2)c(=O)c2cccnc21
?	.	Cc1onc(-c2ccccc2)c1C(=O)N/N=C/c1cn(C)c2ccccc12
-6%	-11	CSCCC1NC(=O)N(CC(=O)Nc2ccc(-c3ccccc3)cc2)C1=O (stereo not given)
-17%	16	CSc1ccc(/C=N/NC(=O)c2cccc(O)c2)cc1
?	.	COc1ccc(OCc2nn3c(-c4ccco4)nnc3s2)cc1
?	.	Cc1ccc2nc(-c3ccc(NC(=O)COC(=O)c4ccco4)cc3)sc2c1
i	.	c1cncc(-c2noc(C34CC5CC(CC(C5)C3)C4)n2)c1
?	.	O=C(NCc1ccco1)C1(c2ccccc2)CCCC1
-17%	-11	O=C(COc1ccc2ccc(=O)oc2c1)Nc1c(Cl)cccc1C(F)(F)F
?	.	CNC(=O)c1c[nH]c2ccc(S(=O)(=O)Nc3cccc(Cl)c3C)cc2c1=O
?	.	Cc1ccc(S(=O)(=O)N2CCC(=O)N(CCOCc3cccc(C(F)(F)F)c3)CC2)cc1
-1%	-8	CCOC(=O)c1[nH]c2ccc(OC)cc2c1NC(=O)CN1CCN(c2ccccn2)CC1
-4%	0	Brc1ccc(-c2csc(NC3=NCCCCC3)n2)cc1

A second format for some results above.
Structure: c1cncc(-c2noc(C34CC5CC(CC(C5)C3)C4)n2)c1
  S3 lipid droplet: i | S3 lipid droplet cell count max: .
Structure: COCc1cc(C)nc2sc(C(=O)Nc3ccc(C(=O)OC)cc3)c(N)c12
  S3 lipid droplet: ? | S3 lipid droplet cell count max: .
Structure: COc1ccc(OCc2nn3c(-c4ccco4)nnc3s2)cc1
  S3 lipid droplet: ? | S3 lipid droplet cell count max: .
